Source: PubChem (several laboratories)
Ec RNAP inh: E. coli RNAP inhibitors, biochemical. DNA-directed RNA polymerase subunit beta (Escherichia coli (strain K12)), P0A8V2. E. coli RNA polymerase, fluorescence transcription assay. inhibition, %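 (tested at 10 µM)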. 62,000 tested, 0.2% active; in the data active = inhibition above about 20%;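 also: 0% = enzyme without compound and 100% = no enzyme blank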
M1 antagonist: antagonists of rat M1 muscarinic receptor | Muscarinic acetylcholine receptor M1 (Rattus norvegicus), P08482 | CHO-M1 cells, Fluo-4 calcium, ACh EC80 antagonist mode; active compounds read low | B-score at 10 µM | 64,000 tested, 3.4% active | AID 628, 2007;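 active = calcium fluorescence response, raw or row-and-column corrected B-score, differing from the plate sample mean either way at a set confidence level, mostly lower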
Target sequence (P08482 whole entry, looked up): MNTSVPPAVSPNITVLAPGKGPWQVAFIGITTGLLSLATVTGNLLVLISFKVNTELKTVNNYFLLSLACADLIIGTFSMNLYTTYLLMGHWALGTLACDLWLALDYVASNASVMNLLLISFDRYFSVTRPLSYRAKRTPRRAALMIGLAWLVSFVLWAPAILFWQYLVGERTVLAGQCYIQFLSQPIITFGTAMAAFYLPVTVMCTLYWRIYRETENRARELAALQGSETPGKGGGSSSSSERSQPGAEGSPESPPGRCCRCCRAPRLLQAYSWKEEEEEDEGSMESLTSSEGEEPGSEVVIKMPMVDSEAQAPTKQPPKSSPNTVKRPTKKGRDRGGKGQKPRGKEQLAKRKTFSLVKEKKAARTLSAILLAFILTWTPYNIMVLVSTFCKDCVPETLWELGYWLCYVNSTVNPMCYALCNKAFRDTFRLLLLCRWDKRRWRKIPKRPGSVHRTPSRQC
NADH coupling: inhibitors of PK/LDH coupling enzymes, profiling panel, artefact control, biochemical, MLSMR library; coupled PK/LDH NADH assays, four targets; IC50, µM (top dose mostly 10 µM), inactives show at the highest dose inhibition; 65,000 tested, 0.02% active; AID 774, 2007;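 active = single-dose screening hits from any of four coupled enzyme assays that gave an IC50 when retested across doses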;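 also: the DPM-DC format reads NADH fluorescence rather than 340 nm absorbance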
Autofluor 339: intrinsic fluorescence of library compounds, ex339/em460 – biochemical, MLSMR library, data from DPM-DC assay, artefact control, profiling panel; compound autofluorescence, ex339/em460 nm, NADH buffer; active compounds read high; 1 = no-compound wells, NADH background; 65,000 tested, 5.5% active; fluorescence fold increase at 10 µM;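 active = at 10 µM, mean starting fluorescence two-fold or more over control wells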;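 also: signal is the first read of a kinetic run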
M1 ag: M1 muscarinic receptor agonists, primary screen, CHO-M1 cells, Fluo-4 calcium, agonist mode. Fluo-4 calcium fluorescence; active compounds read high. B-score at 10 µM. 64,000 tested, 3% active. AID 626, 2007;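 active = fluorescence rise, raw or as B-score row- and column-corrected plate score, outside the 99.7% band of its plate's samples, either direction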
Hsp90 inh: tumor Hsp90 inhibitors, primary screen, cell lysate, fluorescence polarization, NCI-N417 lysate. Heat shock protein HSP 90-alpha (Homo sapiens), P07900. Cy3B-geldanamycin FP displacement. inhibition, % at 30 µM. 64,000 tested, 0.35% active. AID 429, 2006;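 active = inhibition above 50%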;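 also: 0% = tracer plus lysate wells and 100% = tracer alone without lysate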
Her2 expr inh: inhibitors of Her2 protein expression, primary screen, SKBR-3 cells, AlphaScreen, 66K library. 65,000 tested, 0.69% active. SKBR-3 HER2 protein level, 18-24 h; active compounds read low. HER2 level % of control, % at 10 µM;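 active = HER2 level under 5% of the carrier-only control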;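 also: 100% = DMSO carrier and 0% = 500 nM PU-H71 HSP90 inhibitor; lower value means stronger loss of Her2 protein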
D1 allo mod: D1 CRE-luciferase signal change, two-sided – cell-based, HEK293 D1, dopamine EC30, D1 allosteric modulator project, primary screen | D(1A) dopamine receptor (Homo sapiens), P21728 | dopamine EC30 potentiation; actives deviate in either direction | B-score at 10 µM | 58,000 tested, 5.9% active | AID 641, 2007;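 active = luminescence count or its row- and column-corrected plate score outside the 99.7% band of the plate's sample wells, on either side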
HTR1A agonist: human 5-HT1a receptor agonists, primary screen, cell-based, CHO, Ga15 NFAT-bla reporter; CHO 5-HT1a Ga15 NFAT-bla reporter, FRET ratio; 0% basal, 100% maximal reference agonist; AID 567, 2006; 65,000 tested, 0.56% active; activation, % at 10 µM;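 active = activation above the screen-wide mean activation plus 3 SD, cut at about 19% in these data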;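 also: 0% = DMSO wells and 100% = 5-CT at EC100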
Target sequence (P08908 whole entry, looked up): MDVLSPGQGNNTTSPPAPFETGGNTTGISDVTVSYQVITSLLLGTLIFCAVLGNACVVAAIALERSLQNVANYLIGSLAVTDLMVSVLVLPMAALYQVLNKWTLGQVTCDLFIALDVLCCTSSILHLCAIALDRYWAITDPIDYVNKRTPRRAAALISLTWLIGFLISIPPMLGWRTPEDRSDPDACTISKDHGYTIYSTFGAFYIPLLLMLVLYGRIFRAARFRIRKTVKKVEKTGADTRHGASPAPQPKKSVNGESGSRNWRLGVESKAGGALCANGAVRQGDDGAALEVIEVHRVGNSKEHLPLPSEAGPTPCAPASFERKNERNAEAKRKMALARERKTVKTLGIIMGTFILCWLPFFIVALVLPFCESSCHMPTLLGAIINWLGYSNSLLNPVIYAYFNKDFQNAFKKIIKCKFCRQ
* marks the source's active call; other numbers are inactive results; · = not tested or not shown; [ ] = remark or other dose.

Every second line gives: Her2 expr inh	D1 allo mod	HTR1A agonist	M1 ag	NADH coupling	Ec RNAP inh	M1 antagonist	Autofluor 339	Hsp90 inh
COc1ccc2[nH]c(=O)c(CN(Cc3ccccc3OC)Cc3nnnn3CC3CCCO3)cc2c1 (centres undefined)
→ 102	·	0.0	-0.48	11%	-10	0.67	2.3*	0
Cc1ccc(CN2C3=NC(=O)CN3c3ccccc32)cc1
→ 111	0.21	-1.2	0.027	2%	13	0.53	1.1	0
Cc1cn(CC2COC(C)(C)O2)c(=O)[nH]c1=O (centres undefined)
→ 80	0.065	-0.1	1.2	6%	4	0.33	1.1	-2
CCc1ccc2nc(NC3=NCN(CCN4CCOCC4)CN3)nc(C)c2c1
→ 90	-0.6	-3.4	-0.058	12%	5	-3.3*	1.3	-3
COc1ccc2c(c1)c1nnc(SCC(=O)N3C(C)CCCC3C)nc1n2C (centres undefined)
→ 77	0.18	5.2	2.2	7%	5	-1.7	1	-4
Nc1nonc1-c1noc(COc2ccccc2Cl)n1
→ 65	0.027	-0.4	0.068	2%	-1	0.16	1.1	-3
N#Cc1c(NCCCO)nc(-c2ccccc2)c2c1CCCC2
→ 76	·	1.4	0.31	4%	10	-0.31	1.7	-5
CN(CC(=O)NCc1ccco1)S(=O)(=O)c1cccc2cccnc12
→ 92	-1.5	-2.5	-1.1	0%	6	-2	1.1	-6
CCOc1ccc(S(=O)(=O)Nc2ccc3c(c2)OCO3)c2cccnc12
→ 89	4.8*	2.4	0.25	0%	5	-0.031	1.1	54*
COc1ccccc1NC(=O)C(C)N1CCN(C/C=C/c2ccccc2)CC1 (centres undefined)
→ 65	-0.044	3.1	-0.016	7%	7	-1.6	1.1	0
O=C(COc1ccc(Cl)cc1)Nc1nnc(-c2ccc3c(c2)CCCC3)o1
→ 113	-0.51	-3.1	-1.1	3%	6	1.1	1.5	-4
Cc1ccc(N(C(=O)C2CCCC2)C2C=CS(=O)(=O)C2)cc1C (centres undefined)
→ 116	-0.36	-1.1	0.08	7%	4	0.098	1.1	-5
CC(=O)NC(Cc1cnc[nH]1)C(=O)O (centres undefined)
→ 97	-0.59	-2.3	0.0029	0%	7	0.94	1.1	-1
CCNC(=O)c1nc[nH]c1C(=O)NCC
→ -22*	2.7	-0.3	0.37	7%	7	1.1	1.1	-3
COc1cc(NC(=O)CN(c2cc(C)cc(C)c2)S(=O)(=O)c2c(C)noc2C)cc(OC)c1
→ 76	-0.55	1.6	0.37	3%	-10	-0.0085	1.1	0
CCOC(=O)c1ccc(CNC(=O)C(Cc2c[nH]c3ccccc23)NC(C)=O)o1 (centres undefined)
→ 104	·	8.2	-0.099	1%	3	0.32	1.1	-2
O=C(Nc1cccc(C(=O)N2CCOCC2)c1)c1cccnc1
→ ·	-1.2	-1.0	0.055	2%	8	-0.54	1	-21
Cc1ccc(-n2ncc(C#N)c2/N=C/N2CCCCCC2)cc1
→ 95	20*	1.0	0.5	4%	10	-2*	1.1	2
Cc1ccccc1OCC(=O)NCCC(=O)O
→ 82	0.49	1.2	0.0043	6%	0	-0.45	1.1	2
CC(=O)Nc1ccc(S(=O)(=O)Nc2ncccn2)cc1
→ 101	0.14	-2.5	-0.85	8%	9	-0.47	1.1	-2
CCCSc1nc(C)cc(=O)[nH]1
→ 110	0.69	0.1	0.62	5%	-2	-0.092	1.1	-1
N#Cc1c2n(c(=S)n(-c3ccccn3)c1=O)CCCCC2
→ 74	-0.2	-3.7	0.03	3%	-5	-1.3	1	-14
CC(=O)OC(C(=O)Nc1ccccc1)C(C)S(=O)(=O)c1ccccc1 (centres undefined)
→ 55	-0.083	-3.4	-0.5	6%	5	0.085	1	1
CN(C)C=Nc1nonc1N
→ 125	0.23	-0.3	-0.018	4%	9	1.1	1	-1
CCOC(=O)NC(Nc1nnc(C)s1)(C(=O)OCC)C(F)(F)F (centres undefined)
→ 109	0.96	0.0	0.31	2%	0	0.2	1.1	-1
CCOC(=O)Cn1c(=O)oc2cc(S(=O)(=O)NC3CCCc4ccccc43)ccc21 (centres undefined)
→ 10	0.48	1.0	-1.7	3%	11	0.58	1.1	-2
Cc1sc2nc3c4ccccc4c(NCc4ccco4)nn3c(=O)c2c1C
→ 60	·	-4.1	0.34	3%[fluoresces]	5	0.055	4.7*	-4
Cc1cc(N2CCCC2)n2nc(C)c(-c3ccccc3)c2n1
→ 193	0.7	1.0	1.5	8%	3	0.073	1.7	2
CC(Sc1ccccn1)C(=O)Nc1ccccc1 (centres undefined)
→ 105	0.71	-2.5	0.84	17%	3	0.31	1.2	3
COc1ccc(OC)c(NC=C2C(=O)OC(C)(C)OC2=O)c1
→ 60	-0.007	-1.3	-0.77	1%	·	0.92	1.1	0
CN(C)c1nc(-c2ccccc2)c2cnn(Cc3ccccc3)c2n1
→ 101	-0.57	8.1	0.06	9%[fluoresces]	-5	-0.51	2.1*	-5
Cc1ccccc1CNC(=O)Nc1cccs1
→ 79	-1.1	-1.9	-0.11	6%	6	0.7	1.1	-1
COC1(OC)N=C(N)C2(C#N)C(c3ccc(F)cc3)C12C#N (centres undefined)
→ 81	0.17	0.3	-0.4	5%	3	0.023	1.1	-6
c1ccc(-n2cnc3cc(NCc4ccncc4)ccc32)cc1
→ 106	-1.2	-1.9	·	8%	6	·	1.1	-7
CC1(C)CC(=O)c2cnc(NC(=O)C3CCCC3)nc2C1
→ 126	0.77	0.4	-0.54	12%	9	0.19	1.1	-2
COc1ccc(OC)c(C(=O)COC(=O)CNC(=O)C2CCCCC2)c1
→ 118	0.051	0.6	1.2	2%	1	0.1	1.1	0
CC(C)Cn1cc(C(=O)NCC2CCCO2)c2c3ccccc3n(C)c2c1=O (centres undefined)
→ 94	0.42	17	1.6	9%	2	-5.9*	2.5*	0
O=C(Nn1cnnc1)c1ccc(F)c(S(=O)(=O)N2CCCCC2)c1
→ 131	0.22	-2.6	0.35	7%	-1	0.13	1.1	-6
CCOC(=O)C1CCN(C(=O)Nc2ccc(Cl)cc2Cl)CC1
→ 82	-0.17	-2.4	0.3	1%	4	-0.32	1	2
CC12CCC(c3c(C(=O)Nc4nccs4)nn(-c4ccccc4)c31)C2(C)C (centres undefined)
→ 153	-0.029	-0.5	-0.27	8%	8	0.15	1.1	-2
CCCCOc1ccc(S(=O)(=O)Nc2cc(OC)ccc2OC)cc1
→ 102	-0.042	-1.2	-0.47	0%	6	-0.67	1.1	4
CCCOc1ccc(C2(C(=O)O)CCCC2)cc1
→ 116	0.35	-1.4	0.33	5%	-2	0.15	1.1	-1
COc1ccc(S(=O)(=O)NC(CC(=O)NCc2ccco2)C(C)C)cc1 (centres undefined)
→ 125	-0.014	-2.6	0.88	1%	4	-0.72	1.1	-1
CCC(C)NC(=O)C1CCN(C(=O)N(C)C)CC1 (centres undefined)
→ 90	-0.74	-0.5	0.0056	5%	7	1	1.1	2
COc1ccc(C)cc1NC(=O)C1CCCN1C(=O)OCc1ccccc1 (centres undefined)
→ 87	-0.75	-4.7	0.83	4%	·	0.16	1.1	2
COc1ccc(S(=O)(=O)N2Cc3ccccc3CC2C(=O)Nc2ccc(O)cc2)cc1OC (centres undefined)
→ 104	-0.052	-1.4	4*	5%	2	-0.67	1	2
O=C(c1ccc(CS(=O)(=O)c2ccc(Br)cc2)o1)N1CCN(c2ccccn2)CC1
→ 62	-0.019	2.2	0.35	8%	3	-0.65	0.86	-3
O=C(CSC1=Nc2ccccc2C2=NC(CC(=O)NCc3ccco3)C(=O)N12)NCC1CCCO1 (centres undefined)
→ 114	-0.19	-0.8	-0.2	7%	-9	-0.42	1.6	1
COc1ccc(OC)c(CNC(=O)C2CCN(S(=O)(=O)N3CCCC3)CC2)c1
→ 88	2.6	-2.2	0.86	10%	0	0.52	1.1	0
Fc1ccccc1-c1nc(-c2ccccc2)no1
→ 61	-1.9	-0.8	0.59	2%	7	-0.22	1	-2
CCOC(=O)c1cc(CC)sc1NC(=O)C1CC1
→ 78	·	0.0	-0.85	3%	13	-0.28	1.1	-7
COc1cccc(NC(=O)CSc2nc3c(c(-c4ccco4)c2C#N)CCCC3)c1
→ 107	-0.77	-4.7	-2.6*	8%	·	0.26	1.9	-5
Brc1ccccc1-c1nnc2sc(-c3ccc4c(c3)OCCO4)nn12
→ 88	3.8*	-0.2	0.94	7%	2	-0.78	2*	1
COc1nc2c(s1)C(=O)NCCC2
→ 96	0.33	-1.7	-0.36	8%	1	-0.13	1.1	1
COc1ccc(-n2nnc3c(=O)n(CC(=O)N4CCCC4)cnc32)cc1
→ 76	0.22	-0.9	-0.53	6%	3	0.12	1.1	-5
O=C1C2C3C=CC(C3)C2C(=O)N1c1ccncc1 (centres undefined)
→ 91	0.65	-0.9	-0.99	2%	3	-0.012	1.1	-5
CNc1nc(-c2ccc(Cl)cc2)cs1
→ 96	·	-1.1	1.5	3%	-1	-0.67	1.1	·
O=C(c1cc(Cl)ccc1Cl)N1CCOCC1
→ 104	-0.48	-1.8	-0.51	0%	-3	-0.16	1.1	0
O=C(Nc1ccccc1Cl)c1cnccn1
→ 90	-0.12	-0.4	-1.4	7%	4	-0.26	1.1	-9
Cc1cc(C)n(-c2ccc(C(=O)Nc3nnc(C4CC4)s3)cc2)n1
→ 101	-0.056	-3.8	-0.44	8%	5	0.49	0.94	2

An excerpt from above in order of number of heavy atoms, low to high.
Every second line gives: Her2 expr inh	D1 allo mod	HTR1A agonist	M1 ag	NADH coupling	Ec RNAP inh	M1 antagonist	Autofluor 339	Hsp90 inh
Fc1ccccc1-c1nc(-c2ccccc2)no1
→ 61	-1.9	-0.8	0.59	2%	7	-0.22	1	-2
Nc1nonc1-c1noc(COc2ccccc2Cl)n1
→ 65	0.027	-0.4	0.068	2%	-1	0.16	1.1	-3
CCOC(=O)C1CCN(C(=O)Nc2ccc(Cl)cc2Cl)CC1
→ 82	-0.17	-2.4	0.3	1%	4	-0.32	1	2
Cc1cc(C)n(-c2ccc(C(=O)Nc3nnc(C4CC4)s3)cc2)n1
→ 101	-0.056	-3.8	-0.44	8%	5	0.49	0.94	2

Remaining list, next part.
Every second line gives: Her2 expr inh	D1 allo mod	HTR1A agonist	M1 ag	NADH coupling	Ec RNAP inh	M1 antagonist	Autofluor 339	Hsp90 inh
Cc1cccc(N2CCN(C(=O)C3CCCN(S(=O)(=O)c4c(C)noc4C)C3)CC2)c1C (centres undefined)
→ 64	-1	0.7	-0.46	1%	4	0.075	1.1	-5
CN(C)S(=O)(=O)c1cccc(C(=O)N(Cc2ccc(F)cc2)Cc2ccco2)c1
→ 90	-1.2	0.7	0.11	1%	6	-1.6	1.1	-2
Cc1ccc(-c2noc(CCC(=O)Nc3ccc4c(c3)OCO4)n2)cc1
→ 98	0.005	-3.0	-0.8	10%	10	0.85	0.91	0
CC(C)(C)OC(=O)N1CCCC1C(=O)O (centres undefined)
→ 95	0.23	-3.8	-0.43	0%	7	-0.046	1.1	0
O=C(NCC(=O)N(c1cccc(F)c1)C(C(=O)NCC1CCCO1)c1ccccc1)c1ccco1 (centres undefined)
→ 90	-0.6	-3.5	0.36	11%	4	-0.48	1.1	-7
COc1cc(C2c3c(oc4ccc(Cl)cc4c3=O)C(=O)N2Cc2ccco2)cc(OC)c1OC (centres undefined)
→ 103	0.79	-6.6	-0.88	2%	2	-0.012	1.1	-1
COc1ccc(-n2c(SCC(=O)N3CCCCC3)nc(O)cc2=O)cc1
→ 102	0.28	-4.9	0.083	1%	0	0.66	1.1	0
CCOC(=O)c1sc(C)c(C(=O)NCCCN2CCOCC2)c1N
→ 251	0.012	0.3	0.2	7%	4	-0.53	2.3*	1
